RGS4 act = RGS4 potentiators or activators, primary screen, cell-based, HEK293 M3R inducible RGS4, calcium flux. carbachol calcium flux Fluo4; active compounds read low. B-score at 10 µM. 310,000 tested, 0.92% active;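 active = B-score of the integrated calcium signal more than 4 SD below the library mean, with starting fluorescence not abnormally high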;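 note: negative B-score means reduced calcium response which marks RGS4 activation or potentiation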
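test system = HEK293 cells with stable M3R and inducible RGS4 | schedule = recording 10 s baseline at 1 Hz, 100 s post-agonist | technique = Fluo4-AM (2 µM) calcium-flux fluorescence, kinetic read | measure = Agonist-evoked peak-minus-minimum fluorescence over baseline, integrated ratio, B score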
SKKanGAS inh = S. pyogenes SKKanGAS growth inhibitors in kanamycin, primary screen, streptokinase expression inhibitor project, SKKanGAS strain, BacTiter-Glo luminescence. inhibition, % at 7.5 µM. AID 1662, 2009. 6 h. 300,000 tested, 1.3% active;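 active = mean replicate score, as percent of positive control median, at least 50; inconclusive = mean below 50 but one replicate at or above 50; inactive = mean and every replicate below 50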;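 note: strain carries kanamycin resistance gene driven by streptokinase promoter and grows in 40 µg/ml kanamycin; loss of luminescence reflects streptokinase promoter inhibition or plain growth inhibition; 0% = median of DMSO wells and 100% = positive control at its reference dose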
hERG rescue = hERG rescue from dofetilide block, primary screen, cell-based, CHO-hERG, FluxOR thallium flux, dofetilide IC70 | Voltage-gated inwardly rectifying potassium channel KCNH2 (Homo sapiens), Q12809 | dofetilide IC70 present | activation (rescue from dofetilide block), less the hit threshold, % at 10 µM | 310,000 tested, 0.51% active;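 active = activation above the mean of controls blocked by dofetilide plus 5 SD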;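 note: thallium influx through hERG after potassium depolarization seen as dye fluorescence rise; in these data hits start at about 4.7%; inactives centre near -7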
RGS4 inh = RGS4 inhibitors, primary screen, cell-based, HEK293 M3R inducible RGS4, calcium flux; 310,000 tested, 0.45% active; Fluo-4 calcium flux; active compounds read high; triggered by carbachol at its EC20; AID 463165, 2010; Regulator of G-protein signaling 4 (Homo sapiens), P49798; B-score at 10 µM;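 active = B-score, a plate-corrected calcium signal, over three deviations above library mean, with baseline fluorescence within five deviations of library mean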;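 note: RGS4 expression induced by doxycycline in cells with stable M3 receptor; B-score is computed from the integrated fluorescence ratio over baseline after carbachol; higher B-score means a larger calcium signal and so more RGS4 inhibition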
KCNK9 block = KCNK9 potassium channel inhibitors, primary screen, HEK293 cells, thallium flux. FluxOR thallium flux fluorescence; active compounds read low. Potassium channel subfamily K member 9 (Homo sapiens), Q9NPC2. 310,000 tested, 1.2% active. B-score at 10 µM;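 active = ratio B-score over 3 SD below the library mean, with starting fluorescence within 5 SD of its mean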;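 note: negative B-score means less thallium flux so channel inhibition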
ANO1 block = TMEM16A chloride channel inhibitors, primary screen, cell-based, HTS | Anoctamin-1 (Mus musculus), Q8BHY3 | HEK293 TMEM16A/YFP iodide influx fluorescence, ionomycin | normalized B-score (activity score, 25-100; higher = stronger inhibition) at 10 µM | 310,000 tested, 1.2% active | AID 588511, 2011;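 active = ratio plate-corrected score three or more library SD toward inhibition, starting fluorescence score within five deviations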;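 note: score derived from kinetic fluorescence span divided by baseline fluorescence per well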
KCNQ1 inh = inhibitors of human KCNQ1 channel, primary screen, cell-based, thallium flux, high-throughput | CHO-K1 KCNQ1, FluxOR thallium flux fluorescence; active compounds read high | 310,000 tested, 1.3% active | B-score at 10 µM;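 active = compounds whose thallium flux B-score, printed positive for inhibition, exceeds three library SD while starting fluorescence stays within three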;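 note: channel opened by potassium depolarization with thallium stimulus after 20 min compound exposure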
Target sequence (P51787 whole entry, looked up): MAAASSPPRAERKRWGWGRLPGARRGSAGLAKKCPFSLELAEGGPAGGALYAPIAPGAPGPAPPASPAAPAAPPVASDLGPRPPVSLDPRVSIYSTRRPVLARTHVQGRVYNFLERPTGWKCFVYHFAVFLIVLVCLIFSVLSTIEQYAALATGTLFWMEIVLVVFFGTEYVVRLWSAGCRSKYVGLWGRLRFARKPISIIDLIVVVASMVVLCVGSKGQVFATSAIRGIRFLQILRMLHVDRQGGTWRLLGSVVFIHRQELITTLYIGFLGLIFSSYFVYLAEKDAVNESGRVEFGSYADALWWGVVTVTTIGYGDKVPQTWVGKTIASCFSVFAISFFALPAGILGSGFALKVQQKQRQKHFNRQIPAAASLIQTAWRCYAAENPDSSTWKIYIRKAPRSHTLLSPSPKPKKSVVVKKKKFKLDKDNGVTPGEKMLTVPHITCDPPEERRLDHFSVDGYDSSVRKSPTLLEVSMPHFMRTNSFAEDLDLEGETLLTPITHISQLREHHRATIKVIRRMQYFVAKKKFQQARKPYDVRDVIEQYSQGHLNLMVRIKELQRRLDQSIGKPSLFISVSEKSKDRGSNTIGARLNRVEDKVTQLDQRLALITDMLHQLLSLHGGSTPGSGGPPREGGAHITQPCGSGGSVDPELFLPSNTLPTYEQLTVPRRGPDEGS
KCNK3 inh = human KCNK3 channel inhibitors, primary screen, CHO cells, FluxOR thallium flux, B-score; Potassium channel subfamily K member 3 (Homo sapiens), O14649; FluxOR fluorescence; active compounds read low; B-score at 10 µM; 340,000 tested, 0.84% active;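 active = B-score under library mean minus 4 SD, starting fluorescence ratio at most library mean plus 5 SD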;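 note: more negative B-score means stronger inhibition of thallium flux through KCNK3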
Target sequence (O14649 whole entry, looked up): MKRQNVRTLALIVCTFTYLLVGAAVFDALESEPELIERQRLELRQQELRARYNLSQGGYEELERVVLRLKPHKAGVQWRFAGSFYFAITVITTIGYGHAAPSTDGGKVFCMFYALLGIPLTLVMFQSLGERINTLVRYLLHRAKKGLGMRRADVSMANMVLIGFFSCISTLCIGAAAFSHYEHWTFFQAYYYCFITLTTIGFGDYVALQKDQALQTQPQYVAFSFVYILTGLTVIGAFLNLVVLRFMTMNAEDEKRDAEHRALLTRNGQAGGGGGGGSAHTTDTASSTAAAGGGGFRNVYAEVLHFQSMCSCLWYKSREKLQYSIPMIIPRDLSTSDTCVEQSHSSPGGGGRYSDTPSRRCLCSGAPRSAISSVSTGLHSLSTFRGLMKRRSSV
HDAC3 inh = HDAC3 deacetylase inhibitors, primary screen, biochemical, fluorescence, cell-free homogeneous; Histone deacetylase 3 (Homo sapiens), O15379; recombinant HDAC3, fluorogenic peptide/trypsin coupled; 320,000 tested, 0.15% active; AID 2718, 2010; inhibition, % at 8.3 µM; in the data active = inhibition above about 26%, passing the limit was not always enough; inconclusive = no clear call, values can overlap the other calls
TMEM16A act = TMEM16A chloride channel activators or potentiators, primary screen, cell-based, HTS | Anoctamin-1 (Mus musculus), Q8BHY3 | HEK293 TMEM16A/YFP-H148Q/I152L, iodide quench fluorescence; active compounds read low | B-score at 10 µM | 340,000 tested, 0.3% active;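 active = fluorescence-ratio B-score plate-corrected deviation score at least 3 library SD below zero, with starting fluorescence score within 5 deviations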;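 note: channel opened by trigger with iodide after compound preincubation; score built on the fluorescence ratio of max minus min over baseline; more negative score means more quench and so TMEM16A activation or potentiation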
KCNQ1 pot = potentiators or activators of KCNQ1 channel, primary screen, cell-based, thallium flux, high-throughput. Potassium voltage-gated channel subfamily KQT member 1 (Homo sapiens), P51787. CHO-K1 KCNQ1, thallium flux FluxOR fluorescence; active compounds read high. B-score at 10 µM. 310,000 tested, 0.35% active;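 active = fluorescence ratio B-score, a plate-corrected score, at least three library SD, with initial intensity B-score within 5 SD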
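System: Stable KCNQ1 CHO-K1 line | Incubation: 90 min dye loading and 20 min compound exposure, both at room temperature | Measure: Ratio B score | Medium: Assay buffer for compound exposure, DMSO matched across wells | Compound dosing: Single-concentration screen | Probe or stimulus: K+/Tl+ depolarizing stimulus | Measured by: Kinetic FluxOR fluorescence, 10 s baseline plus 110 s post-stimulus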
Numbers without * were called inactive; i = inactive; ? = inconclusive; . = no result given.

no.	SMILES	RGS4 act	SKKanGAS inh	hERG rescue	RGS4 inh	KCNK9 block	ANO1 block	KCNQ1 inh	KCNK3 inh	HDAC3 inh	TMEM16A act	KCNQ1 pot
1	COc1cc(C2Nc3ccccc3C(=O)N2c2ccc(Cl)cc2)c(Cl)cc1OCC(=O)O (stereo not drawn)	i	4	-8	i	i	i	i	i	-27	i	i
2	O=C(O)/C=C/c1ccc(S(=O)(=O)Nc2ccc(C(=O)NCC(=O)O)cc2)cc1	i	-2	-8	i	i	i	i	i	4	i	i
3	O=C(CCc1nc(-c2ccccc2)no1)NC1CCCCC1	i	4	-9	i	i	i	i	i	2	i	i
4	CN1CCc2c(C#N)c(N3CCOCC3)nc(NCC3CCCO3)c2C1 (stereo not drawn)	i	9	-1	i	i	i	i	i	1	i	i
5	Cc1ccc(S(=O)(=O)NC(=O)c2cc(C)n(CCCn3ccnc3)c2C)cc1	i	2	-1	i	i	i	i	i	-3	i	i
6	COc1ccc(NC(=O)NCCCN2CCN(c3cc(C)ccc3C)CC2)cc1	i	5	-14	i	i	i	i	i	11	i	i
7	Cc1ccc(OCC(=O)Nc2ccc(S(=O)(=O)N3CCN(C)CC3)cc2)cc1	i	-4	-6	i	i	i	i	i	-3	i	i
8	Cc1ccc(NC(=O)c2cnccn2)cc1S(=O)(=O)N(C)C	i	0	-2	i	i	i	i	i	4	i	i
9	CCOc1ccc(NS(=O)(=O)c2coc(C(N)=O)c2)cc1	i	-3	-5	i	i	i	i	i	1	i	i
10	Cc1ccc(CNC(=O)COC(=O)c2ccc(S(=O)(=O)N(C)C)cc2)cc1	i	-8	-4	i	i	i	i	i	-6	i	i
11	C/C(=N/Oc1nc(C)cc(C)n1)c1ccc(Cl)cc1Cl	i	-4	-4	i	i	i	i	i	11	i	i
12	CC1(C)CC(N2CCN(Cc3ccccc3)CC2)=CC(=[N+]2CCCCC2)C1	i	-4	-12	i	i	i	i	i	8	i	i
13	NC(=O)C1=C[C@H](c2coc3ccccc3c2=O)C[C@H](OCc2ccc(CO)cc2)O1	i	1	-8	i	i	i	i	i	-7	i	i
14	O=C(COc1ccccc1)NC(=S)Nc1cccc2cc(O)ccc12	i	-7	-12	i	i	i	i	i	6	i	i
15	O=C(COc1cc2oc(=O)c3c(c2cc1Cl)CCC3)NCCN1CCOCC1	i	9	-9	i	i	i	i	i	-1	i	i
16	Clc1nnc(Cl)c2c1ncn2Cc1ccccc1	i	-2	-3	i	i	i	i	i	-3	i	i
17	COc1ccc(C2=NOC(C(=O)NCc3cccnc3)C2)cc1OC (stereo not drawn)	i	-6	-1	i	i	i	i	i	10	i	i
18	CC(OC(=O)c1ncc(Cl)c(Cl)c1Cl)C(=O)NC1CCCCC1C (stereo not drawn)	i	0	-20	i	i	i	i	i	0	i	i
19	O=C(CN(C(=O)CSc1nnc(COc2ccccc2)o1)c1ccc(F)cc1)NC1CCCCC1	i	-2	-10	i	i	i	i	i	5	i	i
20	CCN(CC)S(=O)(=O)c1ccc(NC(=O)CSc2ncnc3ccccc23)cc1	i	5	-8	i	i	i	i	i	-8	i	i

Two entries from above, set out differently.
11. C/C(=N/Oc1nc(C)cc(C)n1)c1ccc(Cl)cc1Cl
  RGS4 act: i	SKKanGAS inh: -4	hERG rescue: -4	RGS4 inh: i	KCNK9 block: i	ANO1 block: i	KCNQ1 inh: i	KCNK3 inh: i	HDAC3 inh: 11	TMEM16A act: i	KCNQ1 pot: i

12. CC1(C)CC(N2CCN(Cc3ccccc3)CC2)=CC(=[N+]2CCCCC2)C1
  RGS4 act: i	SKKanGAS inh: -4	hERG rescue: -12	RGS4 inh: i	KCNK9 block: i	ANO1 block: i	KCNQ1 inh: i	KCNK3 inh: i	HDAC3 inh: 8	TMEM16A act: i	KCNQ1 pot: i

(more compounds)
no.	SMILES	RGS4 act	SKKanGAS inh	hERG rescue	RGS4 inh	KCNK9 block	ANO1 block	KCNQ1 inh	KCNK3 inh	HDAC3 inh	TMEM16A act	KCNQ1 pot
21	C[C@H](NC(=O)c1nc[nH]c1C(=O)N[C@@H](Cc1ccccc1)C(=O)OC(C)(C)C)C(=O)OC(C)(C)C	i	7	-12	i	i	i	i	i	?	i	i
22	CC#CC(=O)N1CCC(Oc2cccc(C(=O)NCc3ccccn3)c2)CC1	i	1	-2	i	i	i	i	i	.	i	i
23	CCN(CC)C(=O)CN1C(=O)COCC1=O	i	-10	-1	i	i	i	i	i	-2	i	i
24	Cc1cc(C(=O)COc2ccc3ccc(=O)oc3c2)c(C)n1Cc1cccs1	i	1	-12	i	i	i	i	i	-5	i	i
25	Cc1ccc(NC(=O)c2ccccc2NS(=O)(=O)c2ccc(Cl)s2)cc1S(=O)(=O)N1CCOCC1	i	38	-22	i	i	25*	6*	i	-8	i	i
26	O=[N+]([O-])c1cc(/C=N\Nc2nc(-c3ccccc3)cs2)ccc1O	i	?	-15	i	i	i	i	i	10	i	i
27	Cc1ccc(NC(=O)C2C3CCC(O3)C2C(=O)O)cc1C (stereo not drawn)	i	-4	0	i	i	i	i	i	3	i	i
28	CCC1CCCCN1Cc1c(O)ccc2c(=O)c(-c3ccccc3OC)coc12 (stereo not drawn)	i	2	-7	i	i	i	i	i	-47	i	i
29	CCOC(=O)c1ccc(NC(=S)N2CCN(CCN=CC3=C(O)CC(c4ccccc4)CC3=O)CC2)cc1 (stereo not drawn)	i	13	-7	i	i	i	i	i	4	i	i
30	CC(C)(C)Sc1ccc(/C=N/O)cc1[N+](=O)[O-]	i	6	-23	6.8*	i	i	i	i	8	i	i
31	COCCn1c(N)c(N(Cc2ccccc2)C(=O)c2ccc(-c3ccc(Cl)cc3)o2)c(=O)[nH]c1=O	i	1	-14	i	i	i	i	i	5	i	i
32	O=C(NCc1ccc(Cl)cc1)C1C2C=CC3(CN(Cc4cccnc4)C(=O)C13)O2 (stereo not drawn)	i	3	-10	i	i	i	i	i	1	i	i
33	Cc1cc(Br)ccc1NC(=O)c1sc2ncnc(N3CCN(c4ccccn4)CC3)c2c1C	i	-6	-17	i	i	i	6*	i	-2	i	i
34	Cc1nn(-c2cc(C)c3ccccc3n2)c2c1CCC2	i	32	-7	i	i	i	i	i	-2	i	i
35	O=C(CCC(F)(F)F)N1CCC(CO)(CCc2ccccc2)CC1	i	2	-2	i	i	i	i	i	-2	i	i
36	COc1ccccc1CCNC(=O)CSc1ccc(-c2cccs2)nn1	i	-11	-13	i	i	i	i	i	-4	i	i
37	Cc1ccc(C)c(N2CCN(S(=O)(=O)c3csc(C(N)=O)c3)CC2)c1	i	-6	-11	i	i	25*	i	i	13	i	i
38	O=P(O)(CCc1ccccn1)CN1CCCCC1	i	-5	-9	i	i	i	i	i	-7	i	i
39	CC1CCN(c2cc(C#N)c(C#N)cc2[N+](=O)[O-])CC1	i	10	-9	i	i	i	i	i	-2	i	i
40	C=C(C)C(=O)OCC(=O)NCc1ccccc1	i	3	-10	i	i	i	i	i	6	i	i

One compound at a time (already shown). Order of screens: RGS4 act, SKKanGAS inh, hERG rescue, RGS4 inh, KCNK9 block, ANO1 block, KCNQ1 inh, KCNK3 inh, HDAC3 inh, TMEM16A act, KCNQ1 pot
Profile of COc1ccccc1CCNC(=O)CSc1ccc(-c2cccs2)nn1 → i, -11, -13, i, i, i, i, i, -4, i, i
Profile of COCCn1c(N)c(N(Cc2ccccc2)C(=O)c2ccc(-c3ccc(Cl)cc3)o2)c(=O)[nH]c1=O → i, 1, -14, i, i, i, i, i, 5, i, i
Profile of O=P(O)(CCc1ccccn1)CN1CCCCC1 → i, -5, -9, i, i, i, i, i, -7, i, i
Profile of O=C(CCC(F)(F)F)N1CCC(CO)(CCc2ccccc2)CC1 → i, 2, -2, i, i, i, i, i, -2, i, i

Other results:
no.	SMILES	RGS4 act	SKKanGAS inh	hERG rescue	RGS4 inh	KCNK9 block	ANO1 block	KCNQ1 inh	KCNK3 inh	HDAC3 inh	TMEM16A act	KCNQ1 pot
41	Cn1ncc(C(=O)Nc2ccc(Cl)cc2)c1C(F)(F)F	i	-1	-6	i	i	i	i	i	1	i	i
42	CCOC(=O)Nc1ccc2c(c1)N(C(=O)CCN(C)C)c1ccccc1S2	-7*	-8	-10	i	i	i	i	i	0	i	i
43	Cc1nn(C)c(C)c1C(C)NC(=O)c1cc(COc2ccc(F)c(F)c2)on1 (stereo not drawn)	i	-7	-7	i	i	i	i	i	1	i	i
44	O=C(CCN1CCN(c2ccccn2)CC1)Nc1ccc(F)cc1	i	-5	-2	i	i	i	i	i	-4	i	i
45	CCOC(=O)C(C)Sc1ccc2nnc(CCNS(=O)(=O)c3ccc(C)cc3)n2n1 (stereo not drawn)	i	-18	-19	i	i	i	i	i	1	i	i
46	Cc1ccc(OCc2ccc(C(=O)Nc3c(C)nn(Cc4c(F)c(F)c(F)c(F)c4F)c3C)o2)c([N+](=O)[O-])c1	i	?	-7	i	i	i	i	i	2	i	i
47	Cc1ccc(-c2nnc(-c3ccc(NC(=O)Cc4cccs4)cc3)o2)cc1	i	9	0	i	i	i	i	i	1	i	i
48	CCOc1cccc2cc(-c3csc(NC(=O)CCC(=O)NCCN4CCCCC4C)n3)c(=O)oc12 (stereo not drawn)	i	-3	-16	i	i	i	i	i	8	i	i
49	Cc1cc2oc(C(=O)NC3CCS(=O)(=O)C3)cc(=O)c2cc1C (stereo not drawn)	i	-1	-13	i	i	i	i	i	.	i	i
50	CCOC(=O)Cn1cnc2scc(-c3ccc(C)c(C)c3)c2c1=O	i	-3	-6	i	i	i	i	i	2	i	i
51	COc1ccc(C(=O)OCC(=O)C(C)(C)C)cc1S(=O)(=O)N(C)CCc1cccnc1	i	0	-5	i	i	i	i	i	-4	i	i

Screening results from PubChem BioAssay.
